FBPA Giardia inh = inhibitors of Giardia lamblia fructose-1,6-bisphosphate aldolase; A8B2U2; purified Giardia FBPA; Potency, µM (doses to about 59.6 µM), without a hit: at the highest dose activity, negative = inhibition, actives largely listed as inhibitors; 290,000 compounds, 0.71% hits; AID 2451; also: potency is read from the fitted curve at half-maximal effect; nearly all actives have a fitted effect of over 55% in size
Target sequence (A8B2U2 whole entry, looked up): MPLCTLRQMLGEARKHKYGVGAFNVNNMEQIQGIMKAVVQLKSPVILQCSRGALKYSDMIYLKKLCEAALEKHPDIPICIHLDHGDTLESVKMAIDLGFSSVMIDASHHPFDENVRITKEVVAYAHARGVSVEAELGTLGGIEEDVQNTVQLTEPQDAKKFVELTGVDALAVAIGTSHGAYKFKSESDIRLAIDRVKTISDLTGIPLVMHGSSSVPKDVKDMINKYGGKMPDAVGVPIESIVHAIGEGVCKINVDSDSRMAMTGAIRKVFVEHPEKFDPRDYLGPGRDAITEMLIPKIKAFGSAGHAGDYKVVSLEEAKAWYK
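Giardia FBPA (40 nM reagent) was preincubated 10 min at RT with compound (up to 57.5 uM final), then substrate plus GAPDH/TPI/NAD/arsenate coupling system with diaphorase/resazurin was added; resorufin fluorescence (525/598 nm) was read after 20 min.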
Sm TGR inh = S. mansoni TGR enzyme inhibition; Q962Y6; purified TGR, DTNB reduction, TNB absorbance 405 nm; Potency, µM (highest dose often 114 µM), for the others: top-dose activity change, negative = inhibition, hits mostly inhibitors; 360,000 compounds, 3% hits; AID 485364; also: potency is read from the fitted curve at half-maximal effect; nearly all actives have a fitted effect of over 60% in size
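First, TGR (20 nM dispensed) and NADPH were mixed with compound. Second, a 15 min room-temperature incubation followed. Third, further NADPH and then DTNB were added to start the reaction. Finally, TNB absorbance was monitored kinetically.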
AmpC inh no detg = AmpC beta-lactamase inhibition without detergent. P00811. AmpC nitrocefin hydrolysis, absorbance 480 nm, 0.0001% Triton. Potency, µM (titrated, usually from 57.1 µM), inactives show at the top dose activity change, negative = inhibition, most hits filed as inhibitors. 330,000 compounds, 0.52% hits. AID 485341;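 also: potency is read from the fitted curve at half-maximal effect; plate controls were no compound for no effect and no enzyme for full effect; nearly all actives have a fitted effect of over 20% in size; some results filed as inactive show a strong effect at the top dose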
Target sequence (P00811 whole entry, looked up): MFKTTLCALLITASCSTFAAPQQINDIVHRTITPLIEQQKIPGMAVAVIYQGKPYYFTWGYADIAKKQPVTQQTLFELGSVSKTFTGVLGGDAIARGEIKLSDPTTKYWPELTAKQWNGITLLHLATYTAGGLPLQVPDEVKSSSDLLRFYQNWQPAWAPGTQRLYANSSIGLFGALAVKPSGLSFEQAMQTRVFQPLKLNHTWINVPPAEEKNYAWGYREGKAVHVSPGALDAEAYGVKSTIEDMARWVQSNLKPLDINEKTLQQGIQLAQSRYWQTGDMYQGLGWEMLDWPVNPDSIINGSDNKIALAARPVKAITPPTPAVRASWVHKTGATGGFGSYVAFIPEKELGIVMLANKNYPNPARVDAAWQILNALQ
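AmpC (5.3 nM in the dispensed reagent) in 20 mM phosphate pH 7.0 with 0.01% (detergent screen) or 0.0001% Triton X-100 was preincubated with compounds for 15 min at room temperature. Nitrocefin was then added from an 800 uM solution, and hydrolysis was followed at 480 nm.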
HCMV antiviral = inhibitors of human cytomegalovirus; activity change, negative = inhibition, % at 57.5 µM; HFF cells, HCMV-luciferase reporter, 72 h; hits give low values; 410,000 compounds, 4.5% hits; in the data active = activity change below about -60%; inconclusive = no clear call, values can overlap the other calls; inactive = above about -39%
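After 16 h attachment at 37C, HFF cells received test compound and HCMV-luciferase (1 PFU/cell); reporter luminescence read 72 h later, data normalized against buffer-only and known inhibitor Salinomycin.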
AmpC detergent = inhibitors of E. coli AmpC beta-lactamase with detergent; AmpC hydrolysis of nitrocefin, absorbance 480 nm, 0.01% Triton; AID 485294; 370,000 compounds, 0.041% hits; Potency, µM (doses to about 114 µM), inactives show at the top dose activity change, negative = inhibition, hits mostly inhibitors; P00811;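 also: potency is read from the fitted curve at half-maximal effect; 0% = no-compound wells and -100% = no-enzyme wells; nearly all actives have a fitted effect of over 25% in size; some results filed as inactive show a strong effect at the top dose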
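20 mM phosphate pH 7.0 + 0.01% (detergent screen) or 0.0001% Triton X-100; 5.3 nM AmpC reagent; cpd preinc 15 min RT; nitrocefin (800 uM stock) to start; A480 q20 s × 4 min; Activity was normalised to no-enzyme and no-compound control wells.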
AMA1-RON2 inh = AMA1-RON2 (P. falciparum) interaction inhibition; AlphaScreen AMA1-biotinylated RON2 peptide binding; Potency, µM (doses to about 58.2 µM), inactives show at the top dose activity change, negative = inhibition, actives largely listed as inhibitors; 360,000 compounds, 0.2% hits; AID 720542;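 also: potency is read from the fitted curve at half-maximal effect; 0% = vehicle wells and -100% = peptide control; nearly all actives have a fitted effect of over 45% in size; some results filed as inactive show a strong effect at the top dose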
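AMA1 (3D7) with his tag at 25 nM final met compounds first, then biotinylated RON2 peptide at 25 nM; detection used donor plus acceptor beads, 10 µg/mL apiece, read by AlphaScreen after 30 min at room temperature.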
Active calls of the source: *; ? = inconclusive; . = not tested or not shown; [ ] = dose if it differs, or a comment. Unless noted, calls follow the shape of the dose curve; as a rule, active = well fitted curve in the direction sought with a large enough effect; inconclusive = small, poorly fitted or top-dose-only effect, or another doubt; inactive = no such curve, though single readings can be large; an effect the other way counts as inactive or inconclusive. Unless noted, % is scaled to controls: 0 for no effect and ±100 for the full control effect. Compounds as they come (roughly 7.8% active in at least one column).

SMILES	FBPA Giardia inh	Sm TGR inh	AmpC inh no detg	HCMV antiviral	AmpC detergent	AMA1-RON2 inh
COc1cc(O)c(C(CC(=O)N2CCCC(C)C2)c2ccc(N(C)C)cc2)c(OC)c1 (centres undefined)	-17%	1%	28%	0	0%	?
Cc1ccc2oc(=O)c3cnn(CC(=O)Nc4cc(-c5cccc(F)c5)no4)c3c2c1	7%	-1%	-16%	-36	-2%	24%
CC1(c2ccc(OC(F)F)cc2)NC(=O)N(CC(=O)Nc2ccc(OC(F)F)cc2)C1=O (centres undefined)	4%	10%	-4%	16	-7%	3%
CCOC(=O)Cn1c(=O)n(C2CCCCC2)c2nc(-c3cccc(OC)c3)nc(C(N)=O)c21	.	5%	.	18	9%	.
C/C(=N\NC(=O)Cc1ccc(Cl)cc1)c1ccccc1O	-9%	0%	-26%	-67*	?	70%[activator]
CCCc1cc(=O)n2[nH]c(C(F)(F)F)nc2n1	?	5%	-18%	-8	0%	6%
Cc1oc2c(C)c(O)ccc2c(=O)c1-c1cnn(-c2ccccc2)c1	6%	-4%	-44%	-21	0%	-10%
C1=C(c2ccc(-c3ccccc3)cc2)Nc2ncnn2C1c1ccco1 (centres undefined)	1%	22µM*	-51%	0	-2%	8%
O=C(CSc1ncnc2c1cnn2-c1ccccc1)NCC1CCCO1 (centres undefined)	.	-3%	3%	-39	?	-12%
O=C(NCc1cccnc1)C1CC(=O)N(c2ccc(Cl)cc2)C1 (centres undefined)	-1%	-10%	-1%	27	?	14%
C=CCNC(=S)NNC(=O)c1csc(C)c1C	-9%	-8%	-9%	?	?	34%[activator]
CC(NC(=O)Cc1ccc(Br)cc1)c1ccccc1 (centres undefined)	4%	?	-7%	-28	-1%	1%
Cc1ccc(-n2c(=O)[nH]c3c(oc4ccccc43)c2=O)cc1	-2%	2%	-15%	-26	4%	-2%
O=C(Nc1ccccc1C(=O)OC1CCOC1=O)c1ccco1 (centres undefined)	7%	14%	-34%	-10	?	7%
CN1C(=O)NC(NC(=O)c2ccco2)(C(F)(F)F)C1=O (centres undefined)	3%	0%	-13%	21	-8%	-19%
O=C(CCC1N=C2c3ccccc3N=C(SCc3cccc(Cl)c3)N2C1=O)N1CCN(c2ccccc2)CC1 (centres undefined)	.	3%	.	-35	15%	.
Cc1ccc(NC(=O)C2CCN(S(=O)(=O)c3ccc4c(c3)C(C)(C)C(=O)N4C)CC2)c(C)c1	1%	-15%	69%[activator]	70	?	-3%
Cc1cc(S(=O)(=O)N2CCN(C(=O)CCC(=O)N3CCOCC3)CC2)ccc1Br	2%	-7%	46%	-3	-6%	-3%
O=C(Nc1ccc(N2CCOCC2)cc1N1CCOCC1)c1ccc(Cl)cc1	9%	2%	-5%	-13	-12%	1%
Cc1ccccc1C1NC(=O)c2ccccc2O1 (centres undefined)	10%	16%	-20%	13	-1%	13%
NS(=O)(=O)c1cc2c(cc1Cl)NC(CSCc1ccccc1)=NS2(=O)=O	?	3%	-34%	-34	-3%	-4%
Cc1ccc(C)c(NC(=S)Nc2cccnc2)c1	-3%	?	-12%	-1	-11%	-12%
COCCN(C(=O)CSc1nnc(-c2ccc(Cl)cc2)o1)c1c(N)n(CC(C)C)c(=O)[nH]c1=O	-3%	4%	38%	?	5%	-4%
O=C(NCCN1CCN(c2ccccc2)CC1)Nc1ccc(Cl)cc1	-11%	-1%	-22%	-19	1%	-9%
O=C(NC1CCCc2c1cnn2-c1ccc(F)cc1F)c1ccccc1N1CCOCC1 (centres undefined)	1%	-3%	49%	-75*	?	-12%
SMILES	FBPA Giardia inh	Sm TGR inh	AmpC inh no detg	HCMV antiviral	AmpC detergent	AMA1-RON2 inh
COc1ccc2c(c1)CCc1c(C(=O)Nc3ccc(F)c(Cl)c3)noc1-2	.	7%	.	64	26%	.
COc1ccc(-c2nc3ccccn3c2Cl)cc1	-5%	-1%	24%	-34	5%	-12%
O=C(Nc1ccccn1)c1ccc(COc2ccccc2Cl)o1	10%	-25%	-24%	30	3%	3%
O=C(COC(=O)Cc1ccc(Br)cc1)Nc1c(F)c(F)c(F)c(F)c1F	0%	4%	-24%	24	-4%	-1%
CCCn1cc(C(=O)OCC)c(=O)c2cc(F)c(F)cc21	1%	11%	-21%	18	3%	-16%
O=C(NCc1cccs1)C1CCN(C(=O)N2CCOc3ccccc32)CC1	.	35%	.	17	-9%	.
Cc1cc(N=NC(=O)c2ccccc2O)c2ccccc2c1O	?	9%	-27%	-73*	3%	-14%
CCOc1ccccc1/C=N/n1c(COc2ccccc2)n[nH]c1=S	22%	2%	-31%	?	0%	67%[activator]
COc1ccc(C/C(N)=N/OC(=O)c2cccc([N+](=O)[O-])c2)cc1	1%	2%	6%	?	-2%	-11%
N#Cc1ccccc1Oc1ccc(S(=O)(=O)N2CCCCC2)cn1	.	8%	-12%	10	?	0%
Cc1ccc(C)c(S(=O)(=O)Nc2ccc3[nH]c(=O)[nH]c3c2)c1	-10%	-8%	-30%	-15	-3%	1%
Cc1ccc(C2CCN(C(=O)c3cnn(-c4ccccc4Cl)c3C3CCN(C(=O)OC(C)(C)C)CC3)C2)cc1 (centres undefined)	.	-6%	.	?	-2%	.
COc1ccc(C(=O)N2CCCN(C)CC2)cc1S(=O)(=O)N1CCCc2ccccc21	7%	-16%	3%	92	?	0%
C(=N\Nc1nnnn1-c1ccccc1)/c1ccncc1	-28%	-2%	-18%	-26	-12%	-1%[11.6 µM]
O=C(CSc1nnc(-c2ccccn2)n1Cc1ccco1)Nc1ccc2c(c1)OCO2	0%	-35%	-12%	11	0%	2%
Cn1c(=O)c2c(ncn2CCC(=O)N/N=C/c2cccnc2)n(C)c1=O	0%	1%	-20%	-32	1%	8%
COc1ccc(CC(=O)OCC(=O)N2CCCC(C)C2)cc1 (centres undefined)	0%	-7%	-10%	30	1%	8%
Cc1ccc(NS(=O)(=O)c2ccc(C(=O)NCc3ccc(S(N)(=O)=O)cc3)cc2)cc1	.	.	-30%	18	.	11%
O=C(COC(=O)c1cccc(Br)c1)NCCc1ccccc1	6%	9%	-13%	-9	6%	-4%
CCOC(=O)/C(C#N)=c1/s/c(=C2\C=Cc3ccccc3N2CC)c(=O)n1CC	-3%	7%	-9%	13	0%	-20%
Cc1nc2c(-c3ccc(F)cc3)cnn2c2c1CCC2	1%	-2%	18%	0	-2%	49%[activator]
Cc1sc(=NC(=O)c2ccco2)n(C)c1-c1ccccc1	2%	14%	106%[activator]	154	?	-6%
COc1ccc(N2CCN(C(=S)Nc3cccc(C)c3)CC2)cc1	7%	4%	-38%	-2	-16%	-7%
Cc1nnc(-c2cnn(C)c2N)n1Cc1cccc(Cl)c1	-2%	-1%	-13%	-28	-2%	-18%
Cc1[nH]nc(Nc2ccc(C(C)C)cc2)c1[N+](=O)[O-]	-6%	-6%	5%	-7	0%	3%

Laid out differently: entries from further up
Cc1cc(S(=O)(=O)N2CCN(C(=O)CCC(=O)N3CCOCC3)CC2)ccc1Br
  FBPA Giardia inh: 2%
  Sm TGR inh: -7%
  AmpC inh no detg: 46%
  HCMV antiviral: -3
  AmpC detergent: -6%
  AMA1-RON2 inh: -3%
NS(=O)(=O)c1cc2c(cc1Cl)NC(CSCc1ccccc1)=NS2(=O)=O
  FBPA Giardia inh: ?
  Sm TGR inh: 3%
  AmpC inh no detg: -34%
  HCMV antiviral: -34
  AmpC detergent: -3%
  AMA1-RON2 inh: -4%
C=CCNC(=S)NNC(=O)c1csc(C)c1C
  FBPA Giardia inh: -9%
  Sm TGR inh: -8%
  AmpC inh no detg: -9%
  HCMV antiviral: ?
  AmpC detergent: ?
  AMA1-RON2 inh: 34%[activator]
Cc1sc(=NC(=O)c2ccco2)n(C)c1-c1ccccc1
  FBPA Giardia inh: 2%
  Sm TGR inh: 14%
  AmpC inh no detg: 106%[activator]
  HCMV antiviral: 154
  AmpC detergent: ?
  AMA1-RON2 inh: -6%

The results go on.
SMILES	FBPA Giardia inh	Sm TGR inh	AmpC inh no detg	HCMV antiviral	AmpC detergent	AMA1-RON2 inh
Cc1ccc(-c2csc(NC(=O)CN3CCOCC3)n2)cc1	-9%	-1%	45%	?	0%	-2%
O=C1C2CC=CCC2C(=O)N1CC(=O)N(Cc1ccccc1)C1CCS(=O)(=O)C1 (centres undefined)	2%	0%	-6%	20	-17%	-2%
O=C(Nc1cccc2ccccc12)c1cnccn1	-2%	1%	-15%	4	3%	0%
COc1ccc(C(=O)N/C(=C\c2cccc3ccccc23)C(=O)N2CCN(C)CC2)cc1OC	4%	9%	131%[activator]	-36	-9%	-6%
CC(C)NC(=O)Nc1cccc2c1O[C@H](CN(C)C(=O)NC(C)C)[C@@H](C)CN([C@H](C)CO)C2=O	.	.	-16%	-25	.	8%
CC(C)(C)OC(=O)N1CCC[C@H]1c1nnc(SCc2ccccc2F)o1	-1%	1%	58%	-37	-14%	9%
O=C(O)CSc1ncnc2scc(-c3ccccc3)c12	28%	-3%	-13%	-14	-1%	-6%
CCc1ccc(CSc2nccn2-c2ccccc2)cc1	-4%	16%	-24%	?	-9%	?
CCN(CC)C(=O)C1CCCN(c2ccc([N+](=O)[O-])cc2/C=N/NC(=O)c2cccc(Br)c2)C1 (centres undefined)	5%	2%	53%	?	-5%	48%[activator]
O=C1NC2=C(C(=O)CCC2)C(c2ccccc2[N+](=O)[O-])N1 (centres undefined)	-7%	-13%	-2%	19	-15%	0%
Cc1nn(Cc2ccc([N+](=O)[O-])cc2)c(=O)n1-c1c(F)cccc1F	2%	1%	?	7	-5%	-14%
COc1ccc(CN2CCN(Cc3ccc(C(F)(F)F)cc3)CC2)cc1	?	2%	55%	-25	-1%	?
O=S(=O)(NCCc1ccccn1)c1ccc(-c2ccccn2)s1	2%	-11%	-6%	?	-5%	0%
Cc1ccc[n+](C(C)C(=O)c2ccc(-c3ccccc3)cc2)c1 (centres undefined)	-3%	0%	8%	-98*	-4%	-1%
C=CCNC(=O)Nc1ccc(Br)cc1Cl	3%	7%	-14%	?	-7%	-4%
CCCNC(=S)Nc1ccc(Cl)cc1C	-2%	-12%	-25%	2	-10%	10%
Oc1c(Cl)cc(Cl)cc1/C=N/Nc1ncc(Br)cn1	4%	-7%	-25%	-94*	-5%	78%[activator]
CSc1ccccc1NC(=O)Cc1ccc(Br)cc1	6%	-5%	-17%	-31	-8%	-4%[2.32 µM]
Nc1c(C(=O)OCc2ccccc2)c2nc3ccccc3nc2n1Cc1cccs1	-5%	-17%	-45%	-34	0%	17%
CC1(CCc2ccc3c(c2)OCO3)NC(=O)c2ccccc2N1 (centres undefined)	1%	?	-14%	19	?	1%
Cc1ccsc1C1NC(=O)c2c(sc3c2CCN(C)C3)N1 (centres undefined)	?	-18%	-5%	0	?	43%[activator]
Cc1cc(C(=O)OCC(=O)NC(C)c2ccc(F)cc2)c(C)o1 (centres undefined)	.	?	3%	-6	0%	-9%
CC(C)C[C@H](NC(=O)c1[nH]cnc1C(=O)N[C@@H](C)C(=O)OC(C)(C)C)C(=O)OC(C)(C)C	-26%	-19%	144%[activator]	?	1%	117%[activator]
O=S(=O)(NC1=NCCCCC1)c1ccc(F)cc1	8%	8%	-17%	-24	2%	33%[activator]
